From PubChem BioAssay
GPR35 antagonists – GPR35 antagonists blocking zaprinast-driven arrestin recruitment, primary screen, imaging, U2OS, beta-arrestin-GFP, zaprinast agonist (AID 2058). U2OS GPR35 beta-arrestin-GFP translocation imaging, zaprinast antagonism; higher % means a stronger effect. one-dose inhibition, % at 10 µM; IC50 in µM for titrated hits. 290,000 tested, 0.052% active;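 active = inhibition of at least 50% with at least 30 cells and total cytoplasm GFP at most 10,000,000; inconclusive = under 30 cells or total GFP of 10,000,000 plus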
SV40 large T antigen – SV40 large T antigen inhibitors, biochemical (AID 1903). one-dose inhibition, % at 20 µM; IC50 in µM for titrated hits. SV40 large T antigen ATPase/helicase inhibition assay; higher % means a stronger effect. 310,000 tested, 0.39% active; in the data active = a potency from the dose series; inconclusive = inhibition mostly from about 32% at the one dose, without a potency; inactive = the rest, 99 in 100 with inhibition below about 32%; note: strong numbers were not always called active
ER stress rescue – rescue of cells from ER stress-induced death, primary screen, 384-well, CSM14.1, thapsigargin, ATP luminescence (AID 1222); 190,000 tested, under 10 active; cellular ATP content (survival), % at 20 µM; hits with a dose series show EC50 in µM; CSM14.1 thapsigargin-induced death rescue, ATP luminescence; higher % means a stronger effect;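 active = EC50 below 50 µM in the dose-response confirmation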;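 note: death triggered by thapsigargin at about 15 µM added after 2 h compound pretreatment; cell ATP read after overnight thapsigargin exposure of roughly 18 to 22 hours; normalized against plate controls of thapsigargin alone and 5% DMSO vehicle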
LYP phosphatase – PTPN22 lymphoid phosphatase activity blockers – biochemical, fluorescence intensity, uHTS (AID 1779) | recombinant LYP phosphatase, fluorescence intensity; higher % means a stronger effect | inhibition, % at 11.5 µM; hits with a dose series show IC50 in µM | 290,000 tested, 0.054% active; in the data active = inhibition above about 50%;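 note: plate controls were vehicle with enzyme for no effect and no enzyme for full effect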
NS5 inhibitors – Dengue-2 NS5 methyltransferase inhibitors, primary screen, biochemical, confirmation dose response (AID 588689). 340,000 tested, 0.3% active. Dengue-2 NS5 methyltransferase capping enzyme assay, biochemical; higher % means a stronger effect. inhibition, % at 25 µM, or IC50 in µM where a hit was titrated; in the data active = a potency from the dose series; inconclusive = inhibition above about 29% without an active follow-up result
PhoP inhibition – PhoP-dependent GFP reporter repression – Salmonella Typhimurium, primary screen (AID 1863); one-dose inhibition, % at 50 µM; IC50 in µM for titrated hits; S. Typhimurium PhoP-regulated promoter GFP reporter, 4 h; higher % means a stronger effect; 300,000 tested, 0.16% active;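 active = inhibition over 29.93%, a cutoff 3 SD above the screen mean, later confirmed by dose response; inconclusive = inhibition over 29.93% but no dose response follow-up; inactive = inhibition at most 29.93% or unconfirmed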;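 note: 0% = low Mg2+ inducing control and 100% = high Mg2+ repressing control; strong numbers were not always called active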
RSV antiviral HEp-2 – RSV antiviral activity via CPE protection, HEp-2 cells, primary 10 µM value included (AID 2391); HEp-2 cells, RSV-induced CPE inhibition; higher % means a stronger effect; 310,000 tested, 0.13% active; CPE inhibition, % at 10 µM; hits with a dose series show IC50 in µM; in the data active = a potency from the dose series; inconclusive = CPE inhibition mostly from about 23% at the one dose, without a potency; inactive = the rest, 99 in 100 with CPE inhibition below about 21%; note: strong numbers were not always called active
MgcRacGAP inhibition – MgcRacGAP GTPase-activating activity inhibitors, confirmation, biochemical, ADP Hunter fluorescence. MgcRacGAP-stimulated Rac1 GTP hydrolysis, ADP Hunter fluorescence; higher % means a stronger effect; GST-tagged Rac1 F28L mutant substrate. inhibition, % at 30 µM; hits with a dose series show IC50 in µM. 340,000 tested, 0.6% active;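 active = first-screen hits whose inhibition reached a set limit at any dose in the follow-up dose series; inconclusive = inhibition above the set first-screen limit but never retested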;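 note: fluorescence reports GDP produced by GAP-driven GTP hydrolysis; strong numbers were not always called active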
West Nile antiviral – West Nile virus antiviral activity, cell-based, CPE readout (AID 1621). one-dose CPE inhibition, % at 10 µM; IC50 in µM for titrated hits. West Nile virus-infected cells, CPE inhibition; higher % means a stronger effect. 290,000 tested, 0.02% active; in the data active = a potency from the dose series; inconclusive = CPE inhibition mostly from about 3.7% at the one dose, without a potency; inactive = the rest, 99 in 100 with CPE inhibition below about 2.2%; note: strong numbers were not always called active
NS5 inhibitors pilot replicate – recorded beside NS5 inhibitors, whose call it bears; inhibition, %; measured here: pilot screen replicate inhibition
An asterisk follows results filed as active; ? = inconclusive; · = no result given; & = joins results of further samples.

SMILES | GPR35 antagonists | SV40 large T antigen | ER stress rescue | LYP phosphatase | NS5 inhibitors | PhoP inhibition | RSV antiviral HEp-2 | MgcRacGAP inhibition | West Nile antiviral | others
O=C(Nc1cccc([N+](=O)[O-])c1)c1cc(S(=O)(=O)Nc2ccccn2)ccc1Cl | -2% | 13% | · | -6% | 1% | 0% | 1.5% | 10% | 1.4%
COc1cccc(CNC(=O)CSCC(=O)Nc2ccc(C)cc2)c1 | · | 12% | · | · | -15% | 5% | 1.3% | 14% | ·
COc1ccc(-n2cc(-c3ccc(Cl)cc3)[nH]c2=S)cc1 | 4% | 7% | · | -1% | -5% | -10% | 0.1% | 12% | -0.2%
CC(OC(=O)CCOc1ccccc1)C(=O)NC1CC1 (centres undefined) | · | 12% | · | · | -1% | -5% | -0.9% | 3% | ·
O=C(O)C1C2C=CC(C2)C1C(=O)OCc1ccccc1 (centres undefined) | -2% | 2% | -2.3% | -9% | 1% | 2% | 0.0% | 5% | 0.2%
Oc1cccc(/C=N/Nc2cc(N3CCOCC3)nc(N3CCOCC3)n2)c1 | -2% | -5% | -0.5% | -6% | 1% | 5% | 4.6% | 18% | 0.8%
Cc1ccc(-c2noc(CSc3nnc(-c4cccs4)n3C)n2)cc1 | 17% | 4% | -1.3% | -2% | 4% | 6% | 1.7% | 5% | -1.0% | NS5 inhibitors pilot replicate=1.5
Cc1nn2cc(-c3ccccc3)nc2[nH]c1=O | -4% | 5% | -1.7% | -5% | 8% | -14% | 5.4% | 10% | 0.3%
C/C(=C(\C#N)C(=O)NCCCN1CCOCC1)N(C)C | 16% | 2% | · | 4% | -1% | -19% | 1.5% | 0% | 0.8%
CCn1c(NCCCO)nc2c(c1=O)C(C)(CC)Cc1ccccc1-2 (centres undefined) | 10% | 5% | · | -13% | -3% | -8% | 8.9% | 1% | -0.2%
Cc1ccc(NC(=O)Cc2nc(CSc3nnc(-c4ccc5c(c4)OCO5)o3)cs2)cc1 | -8% | 3% | · | 0% | 1% | -5% | 3.2% | -2% | 0.2%
CCSc1nnc(-c2cccnc2)n1-c1ccc(Cl)c(C)c1 | 11% | 6% | -0.5% | -5% | -5% | 14% | 3.1% | 8% | 1.0%
Cc1cccc2cc(CN(Cc3ccco3)C(=O)c3ccco3)c(=O)[nH]c12 | 6% | 7% | · | -6% | -7% | 0% | 2.2% | 8% | -1.2%
O=C(c1cc(-c2ccc(Br)cc2)on1)N1CCc2ccccc2C1 | -4% | 0% | · | -9% | -2% | -5% | 0.3% | 3% | 0.0%
CCN1CCN(S(=O)(=O)c2ccc(Br)s2)CC1 | -12% | 10% | · | 0% | -4% | 8% | -0.1% | 5% | -0.2%
CS(=O)(=O)Nc1ccccc1C(=O)Nc1cc(Cl)cc(Cl)c1 | -2% | 9% | 2.4% | -8% | -2% | -9% | 3.0% | 5% | -1.3%
Cc1noc(C)c1COc1ccc(C(=O)OCC(=O)Nc2c(C)n(C)n(-c3ccccc3)c2=O)cc1 | -11% | 2% | -1.6% | -3% | 1% | 4% | 1.3% | 8% | 1.1%
CCN(CC)S(=O)(=O)c1ccc(N2CCCC2)c(C(=O)OCC(=O)/C(C#N)=C(\C)N)c1 | -4% | 0% | -0.4% | -2% | -6% | 0% | 6.5% | 6% | 2.9%
Cn1c(=O)c2ncn(CC(=O)N=Nc3c(O)[nH]c4ccccc34)c2n(C)c1=O | -1% | 10% | -2.0% | -4% | · | -4% | 1.4% | · | 0.0%
COc1ccc2nc(SCC(=O)C(C)(C)C)[nH]c2c1 | -2% | 10% | · | -9% | 2% | -14% | · | 6% | -0.1%
O=C(N/N=C\c1cccnc1)c1cc(-c2ccc(Cl)s2)[nH]n1 | 3% | 11% | 0.4% | -5% | -8% | 7% | 0.7% | 2% | -0.9%
OCC[C@@H]1C[C@@H](O)[C@H](O)[C@]2(CCc3ccccc3O2)O1 | -7% | 14% | · | -7% | -4% | -1% | -0.5% | 7% | -0.2%
Cn1cc(/C=C(\NC(=O)c2ccccc2)C(=O)N2CCOCC2)c2ccccc21 | -3% | 14% | · | 1% | -1% | 1% | 0.3% | 10% | -0.3%
CN(C(=O)c1cccn(Cc2ccccc2)c1=O)c1ccccc1 | -8% | 6% | -0.2% | 0% | 1% | -4% | 0.2% | 2% | -0.8%
O=C(O)COc1ccc(Br)cc1CP(=O)(c1ccccc1)c1ccccc1 | -11% | 7% | · | -4% | -9% | 6% | -0.7% | 5% | 0.6%
COc1cc(CN2CCN(C(=O)CC(C)C)CC2)c([N+](=O)[O-])cc1OC | -7% | 16% | · | -8% | -7% | -4% | 0.2% | 30% | -0.4%
COc1cccc(NC(=O)C(NCC(C)(C)CN(C)C)c2ccccc2)c1 (centres undefined) | -15% | 21% | 0.5% | -4% | 1% | -12% | 1.1% | 20% | ·
CC1(C)CC(=O)C(C=NCCCN2CCOCC2)=C(O)C1 | 11% | 0% | -3.7% | -9% | 2% | 12% | 0.8% | 10% | 0.4%
S=C(Nc1ccccc1)N1CCC(C2CCN(C(=S)Nc3ccccc3)CC2)CC1 | -3% | -21% | · | -6% | · | -6% | 3.2% | · | -0.3%
NC(=O)CN1C(=O)/C(=c2\sc3nc(=O)c(Cc4ccccc4)nn3c2=O)c2ccccc21 | 2% | 31% | · | -5% | · | -12% | · | · | 0.2%
CCn1c(=O)cc(SCC(=O)NCC2CCCO2)c2ccccc21 (centres undefined) | -16% | 4% | -4.2% | 2% | 1% | 0% | -1.3% | -2% | 0.2%
Cc1cc(Br)ccc1NC(=S)N1CCOCC1 | 7% | 8% | · | -3% | -5% | -1% | -0.4% | 22% | 0.1%
Cc1ccc(CNC(=O)CO/N=C/c2ccc3c(c2)OCO3)cc1 | 4% | -3% | -0.4% | -9% | -17% | -2% | -0.3% | -1% | -0.5%
Cc1cc(C(F)(F)F)nc(SCC(=O)NC2=NC(=O)C(C)S2)n1 (centres undefined) | -2% | 1% | -0.2% | 1% | -6% | 4% | 1.0% | 2% | -0.6%
CCC(c1nnnn1CCc1ccccc1)N(Cc1ccco1)Cc1cc2c(C)ccc(C)c2[nH]c1=O (centres undefined) | -12% | 1% | 5.4% | 2% | -1% | -3% | 4.9% | 18% | 0.1%
N#Cc1c(SCC(=O)OCc2ccccc2)nsc1SCC(=O)OCc1ccccc1 | -12% | 1% | -0.3% | 0% | -2% | -1% | -1.9% | 3% | -1.0% | NS5 inhibitors pilot replicate=-0.3
COc1ccc(CCN(Cc2cc3cccc(C)c3[nH]c2=O)C(=O)NC2CCCCC2)cc1OC | 8% | 1% | 1.8% | -1% | -3% | -14% | 3.4% | 5% | 0.9% | NS5 inhibitors pilot replicate=1.4
CCOc1cc2c(cc1OCC)C(c1ccc(C(=O)O)cc1)NCC2 (centres undefined) | -8% | 1% | · | -8% | -3% | -5% | 1.6% | -5% | -0.1%
CC/C(=C/c1ccccc1)c1cccc2[nH]c3c(OC)cccc3c12 | 7% | 2% | · | -8% | -9% | 1% | 2.3% | 10% | 2.9%
CCCCC(=O)Nc1cccc(-c2nc3ncccc3o2)c1 | 8% | -1% | -0.8% | -2% | -1% | 4% | 9.9% | 8% | -0.6%
C(=C\c1ccccc1)/CSc1nnc(-c2ccccn2)n1Cc1ccco1 | 6% | 13% | · | 0% | 3% | -6% | 5.1% | 9% | -0.2%
OCC[C@H]1C[C@H](O)[C@@H](O)[C@]2(OCCc3ccccc32)O1 | · | 5% | · | · | -1% | 7% | 1.7% | 10% | ·
COCCn1c(SCC(=O)N2CCC(C)CC2)nc2c([nH]c3ccccc32)c1=O | -6% | 9% | · | -5% | -3% | -6% | 3.9% | 9% | -0.1%
NC(=O)c1oc2ccccc2c1NC(=O)c1ccc(F)cc1 | -9% | 4% | · | 4% | 4% | 4% | 0.8% | 20% | 0.1%
O=C(COC(=O)CCC1CCCC1)Nc1ccccc1Sc1ccccc1 | 0% | 10% | -0.9% | 10% | -9% | -4% | 0.6% | 10% | -0.9%
CCCCNc1cc(C(=O)O)cc(S(N)(=O)=O)c1Oc1ccccc1 | 4% | 9%&11% | -2.1% | -4% | -5% | 6%&2% | -1.5% | 3% | -0.3%
CCCCN(CC)CCCNC(=O)c1ccc(CS(=O)(=O)c2ccccc2C)o1 | 6% | 8% | · | -5% | -3% | -2% | 0.8% | 5% | -1.1%
Cn1ncc2c(N3CCN(c4ccc(Cl)c(Cl)c4)CC3)ncnc21 | 1% | -5% | 0.3% | -6% | 0% | 8% | -3.4% | 7% | -0.1%
CCCC(NS(=O)(=O)c1ccc(OC)cc1)C(=O)O (centres undefined) | 6% | 1% | -1.1% | -1% | -2% | -7% | -1.9% | 6% | 0.9% | NS5 inhibitors pilot replicate=1.7
CCOc1ccc(-c2nn[nH]n2)cc1OCC | 15% | 9% | -1.8% | -5% | -10% | -1% | -0.3% | 5% | -0.2%
O=S(=O)(NCC1CCCO1)c1ccc(S(=O)(=O)N(Cc2ccc(F)cc2)Cc2ccco2)cc1 (centres undefined) | 4% | 1% | -2.3% | 4% | -1% | 2% | 1.3% | 6% | -1.2%
Cc1nn(Cc2c(Cl)cccc2Cl)c(C)c1NC(=O)c1cnn2c(C(F)F)cc(-c3ccccc3)nc12 | -2% | 19% | -0.2% | -3% | -9% | -3% | 1.4% | 8% | ?
CC1=C(C(=O)N2CCCCC2)C2(CCC(C)CC2)OC1=O (centres undefined) | -4% | 8% | · | -8% | -3% | -13% | 2.1% | 2% | -0.2%
Cc1nn(-c2ccccc2)c(C)c1NC(=O)COC(=O)c1ccc(S(=O)(=O)C(F)F)cc1 | · | 4% | · | · | -3% | -3% | 1.1% | 9% | ·
CCOC(=O)c1cn(C2CC2)c2c(F)c(NCCCN(C)C)c(F)cc2c1=O | · | 7% | · | · | 8% | · | -0.9% | 6% | ·
COc1ccc(C2=NN(C(=O)c3ccccc3)C(c3ccc(OC)c(OC)c3)C2)cc1OC (centres undefined) | -8% | · | · | -5% | -11% | · | · | 8% | 1.6%
CCOC(=O)c1c(NC(=O)CN2C(=O)c3ccccc3C2=O)sc(Cc2ccc3c(c2)OCO3)c1C | -6% | 9% | 0.7% | -1% | -2% | -13% | 2.9% | 13% | 0.1%
Cc1ccc(C)c(OCC(=O)Nc2cc(C(=O)O)cc(C(=O)O)c2)c1 | 5% | 10% | 1.3% | -11% | -4% | 15% | 1.3% | 0% | 1.2%
